GBA activity up: enhancers of human beta-glucosidase activity in Gaucher fibroblasts; P04062; L444P Gaucher fibroblasts, 4-MU-glucoside fluorescence, 3 days; activation, % at 10 µM; 0.44% of 30,000 active; AID 784; in the data active means activation above about 65%;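 further: 0% = vehicle wells and 100% = positive control wells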
Target sequence (P04062 whole entry L483P): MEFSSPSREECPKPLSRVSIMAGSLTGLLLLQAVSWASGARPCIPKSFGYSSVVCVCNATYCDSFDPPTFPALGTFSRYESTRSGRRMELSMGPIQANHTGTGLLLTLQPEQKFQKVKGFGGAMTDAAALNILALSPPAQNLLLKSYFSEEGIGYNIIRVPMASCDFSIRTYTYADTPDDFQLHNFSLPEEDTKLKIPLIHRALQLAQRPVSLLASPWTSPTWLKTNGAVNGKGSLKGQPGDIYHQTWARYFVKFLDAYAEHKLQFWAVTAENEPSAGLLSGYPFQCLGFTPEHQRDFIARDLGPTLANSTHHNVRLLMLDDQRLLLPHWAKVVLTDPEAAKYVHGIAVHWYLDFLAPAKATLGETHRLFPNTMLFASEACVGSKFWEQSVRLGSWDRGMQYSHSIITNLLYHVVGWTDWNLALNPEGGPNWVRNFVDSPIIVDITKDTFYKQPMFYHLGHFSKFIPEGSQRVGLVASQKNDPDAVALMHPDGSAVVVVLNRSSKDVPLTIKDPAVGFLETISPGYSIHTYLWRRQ
* = called active by the depositor. These rows are one share of the data (hit frequency here may not be typical).

SMILES	GBA activity up
CCC(C)NC(=O)C1CCN(S(=O)(=O)N2CCCC2)CC1 (stereo not given)	0
CCOC(=O)c1c(CC(C)C)csc1NC=O	-13
COc1ccc(CSCCN)cc1Cl	-2
CCOC(=O)c1ccc(-n2ncc(C(=O)OCC)c2N)cc1	-6
Cc1cc(C)c(S(=O)(=O)N(CC(=O)N2CCCC2)C2CCCCC2)c(C)c1	-21
Cn1nnnc1SCc1ccccc1F	3
Cc1[nH]c2ccccc2c1C(=O)COC(=O)C1CC(=O)N(Cc2ccco2)C1 (stereo not given)	-9
CCn1c(CNC(=O)Cc2ccc(OC)cc2)nnc1SCC(=O)Nc1nccs1	-7
CCCn1c(SCC(=O)Nc2cccc(C(=O)OCC)c2)nnc1-c1ccoc1C	-20
CCCCN(CCCC)CCCNC(=O)CC1Oc2ccc(C)cc2NC1=O (stereo not given)	-20
Cc1ccc(N2C(=O)C3C(C2=O)C(C(=O)c2ccc(Cl)cc2)N2CCCC32)cc1 (stereo not given)	12
COCCn1c(SCC(=O)N2CCC(C)CC2)nc2ccccc2c1=O	-9
COc1ccc(/C(O)=C2\C(=O)C(=O)N(c3cc(C)on3)C2c2ccccc2OC)cc1 (stereo not given)	1
Cc1occc1-c1nnc(SCC(=O)c2c[nH]c3ccccc23)n1C	-24
O=C1C2C3C=CC(C3)C2C(=O)N1c1n[nH]c(-c2cccnc2)n1 (stereo not given)	-6
O=C(O)CCC(=O)Nc1ccc(N2CCOCC2)cc1	-10
O=C(CCS(=O)(=O)c1ccc(Cl)cc1)OCC(=O)N1CCCCC1	6
COc1ccc(C2=NO[C@@H]3C(=O)N(c4cccc(C)c4C)C(=O)[C@H]23)cc1OC	2
O=C(O)c1ccn(Cn2cnc3ccccc32)n1	-2
O=C(N1CCCC1)N1CCN(c2ncnc3c(-c4ccc(Cl)cc4)nsc23)CC1	-22
O=C(c1ccccc1)N1CCCC(C(=O)N2CCCCCC2)C1 (stereo not given)	-6
COc1cccc(-c2nn(C)c3sc(C(=O)N4CCN(c5ccccc5)CC4)cc23)c1	20
COc1ccc(OC)c(S(=O)(=O)Nc2ccc(O)c(Sc3ncn[nH]3)c2)c1	15
Cc1ccc(NC(=O)Nc2cccs2)cc1	-65
O=C(c1ccco1)N1CCN(S(=O)(=O)c2cccc3nsnc23)CC1	2
Other compounds follow:
SMILES	GBA activity up
CCCC(C(=O)NCC1CCCO1)N(Cc1ccco1)C(=O)CNS(=O)(=O)c1ccccc1 (stereo not given)	-10
COc1ccc(-c2csc(Cc3nnc(N4CCOCC4)n3-c3ccccc3)n2)cc1	3
COc1ccc(CC(=O)Nc2c3c(nn2-c2cccc(Cl)c2)CS(=O)C3)cc1 (stereo not given)	-1
CC(C(=O)Oc1ccc2c(c1)OCO2)N1C(=O)c2ccccc2C1=O (stereo not given)	-50
O=S(=O)(Nc1ncccn1)c1ccc(Nc2ncnc3ccccc23)cc1	-15
O=C(NC1CCCCCCC1)C1CCN(S(=O)(=O)N2CCCC2)CC1	-2
Cc1ccc(N2C(=O)Nc3ccc(Br)cc3C2(O)C(=O)NCCCN(C)C)cc1C (stereo not given)	119*
O=C(Cn1cnc2c(cnn2-c2ccc(F)cc2)c1=O)N1CCN(c2ccccc2F)CC1	-4
CC1CN(C(=O)c2cn3ccccc3n2)CC(C)O1 (stereo not given)	-9
CCn1nc(C(=O)OC2CCOC2=O)c2ccccc2c1=O (stereo not given)	-5
CCCn1c(=O)c2ccccc2n2c(SCC(=O)NCc3cccs3)nnc12	7
CCOC(=O)N1CCN(Cc2oc(CO)cc(=O)c2O)CC1	-11
Cc1c(C(=O)O)oc2ccc(S(=O)(=O)N(CC(C)C)CC(C)C)cc12	-6
Cc1ccc(O)c(-c2cc(-c3ccccc3C)[nH]n2)c1	43
CCc1nnc(NC(=O)C(NS(=O)(=O)c2ccc3c(c2)OCCO3)C(C)C)s1 (stereo not given)	-21
O=C(O)CSCNC(=O)CC12CC3CC(CC(C3)C1)C2	3
Cc1cc2cc(CN(CCN3CCOCC3)C(=O)Nc3ccccc3F)c(=O)[nH]c2cc1C	28
O=C(CCS(=O)(=O)c1cccs1)N1CCN(c2ccc(F)cc2)CC1	-40
COc1ccc2c(c1OC)C(=O)N(c1cccc(C)c1)C2	-6
CC(C)(C)NC(=O)C1CCN(C(=O)c2ccc(Br)cc2)CC1	11
CCn1c(SCC(=O)Nc2cc(C)on2)nc2c1c(=O)n(C)c(=O)n2C	-9
CCCCNC(=O)c1c(O)c2cccc3c2n(c1=O)CCC3	-4
c1ccc(OCc2nc3ccccc3s2)cc1	-11
O=C(CCS(=O)(=O)c1cccc2nsnc12)N1CC(=O)N(CCc2ccccc2)C(=O)C1	-44
CCOc1cc2[nH]c(=O)n(CCCCC(=O)NC3CCCCCC3)c(=O)c2cc1OCC	34

A second format for some results above:
| mol | GBA activity up |
| --- | --- |
| Cc1ccc(N2C(=O)Nc3ccc(Br)cc3C2(O)C(=O)NCCCN(C)C)cc1C (stereo not given) | 119* |
| O=C(Cn1cnc2c(cnn2-c2ccc(F)cc2)c1=O)N1CCN(c2ccccc2F)CC1 | -4 |
| CC1CN(C(=O)c2cn3ccccc3n2)CC(C)O1 (stereo not given) | -9 |
| CCn1nc(C(=O)OC2CCOC2=O)c2ccccc2c1=O (stereo not given) | -5 |
| CCCn1c(=O)c2ccccc2n2c(SCC(=O)NCc3cccs3)nnc12 | 7 |
| CCOC(=O)N1CCN(Cc2oc(CO)cc(=O)c2O)CC1 | -11 |
| Cc1c(C(=O)O)oc2ccc(S(=O)(=O)N(CC(C)C)CC(C)C)cc12 | -6 |
| Cc1ccc(O)c(-c2cc(-c3ccccc3C)[nH]n2)c1 | 43 |
| CCc1nnc(NC(=O)C(NS(=O)(=O)c2ccc3c(c2)OCCO3)C(C)C)s1 (stereo not given) | -21 |
| O=C(O)CSCNC(=O)CC12CC3CC(CC(C3)C1)C2 | 3 |
| Cc1cc2cc(CN(CCN3CCOCC3)C(=O)Nc3ccccc3F)c(=O)[nH]c2cc1C | 28 |
| O=C(CCS(=O)(=O)c1cccs1)N1CCN(c2ccc(F)cc2)CC1 | -40 |
| COc1ccc2c(c1OC)C(=O)N(c1cccc(C)c1)C2 | -6 |
| CC(C)(C)NC(=O)C1CCN(C(=O)c2ccc(Br)cc2)CC1 | 11 |
| CCn1c(SCC(=O)Nc2cc(C)on2)nc2c1c(=O)n(C)c(=O)n2C | -9 |
| CCCCNC(=O)c1c(O)c2cccc3c2n(c1=O)CCC3 | -4 |
| c1ccc(OCc2nc3ccccc3s2)cc1 | -11 |
| O=C(CCS(=O)(=O)c1cccc2nsnc12)N1CC(=O)N(CCc2ccccc2)C(=O)C1 | -44 |
| CCOc1cc2[nH]c(=O)n(CCCCC(=O)NC3CCCCCC3)c(=O)c2cc1OCC | 34 |

Copied from the list.
In GBA activity up, CCn1c(SCC(=O)Nc2cc(C)on2)nc2c1c(=O)n(C)c(=O)n2C is listed with -9
In GBA activity up, CCn1nc(C(=O)OC2CCOC2=O)c2ccccc2c1=O (stereo not given) is listed with -5

(next part)
SMILES	GBA activity up
O=C(NCC(c1cccnc1)N1CCOCC1)c1ccco1 (stereo not given)	-2
CCCC(=O)Nc1cccc(NC(=O)CN2CCN(c3ccccc3OC)CC2)c1	-2
CCOc1ccc(-c2csc(NC(=O)C3CCCO3)n2)cc1 (stereo not given)	4
O=C1c2oc3ccccc3c(=O)c2C(c2cccnc2)N1Cc1ccco1 (stereo not given)	9
COc1ccc(C)cc1NC(=O)CN1CCN(c2ccccc2F)CC1	13
COc1ccc2cc(CN(Cc3ccco3)Cc3nnnn3C3CCCCC3)c(=O)[nH]c2c1	-16
COc1ccc(CNn2c(C)nc3ccccc3c2=O)cc1	-15
Cc1cc(=O)[nH]c(SCC(=O)NCCOc2ccccc2)n1	4
CCN(CC)S(=O)(=O)c1ccc2oc(C(=O)NCc3ccc(F)cc3)c(C)c2c1	-54
Cc1cn2c(-c3cccnc3)nnc2s1	-41
Cc1ccc(Cn2c(SCC(=O)Nc3cc(C)on3)nc3ccccc3c2=O)cc1	-73
CCOCCCNS(=O)(=O)c1ccc(NC(=O)c2ccccc2)cc1	-7
O=C(OCc1nc2ccc(Cl)cc2n1CCO)c1ccc2c(c1)OCO2	-16
CCOc1ccccc1NC(=O)Cn1nnc(C(=O)Nc2ccc(C)cc2)c1N	-10
CNC(=O)c1ccc2nc(NC(C)=O)sc2c1	-4
CC(C)(CNS(=O)(=O)c1ccc(Cl)cc1)N1CCCCC1	-19
COc1ccc(OC)c(C(=O)CSc2nnc(-c3cccnc3)n2C)c1	-8
CCCCP(=O)(c1ccccn1)c1ccccn1	-48
Cc1nc(SCC(=O)N2CCN(C(=O)c3ccco3)CC2)c2c(C)c(C)sc2n1	13
c1ccc(Cn2c(Nn3cnnc3)nc3ccccc32)cc1	-22
CCN1CCCC1CN(Cc1cc2cc(C)ccc2[nH]c1=O)C(=O)Nc1ccccc1OC (stereo not given)	-30
Cn1c(=O)n(C)c2cc(S(=O)(=O)N3CCOCC3)ccc21	-22
CCOC(=O)c1c(C)c2c(n1C)CCC/C2=N\O	-43
C=CCNC(=O)C1CC(=O)N(c2ccc(OCC(=O)NCc3ccccc3)cc2)C1 (stereo not given)	-10
COc1cccc(OC)c1C(=O)N1CCOCC1	24
Next results follow:
SMILES	GBA activity up
COc1cc(Nc2cc(C)nc3ncnn23)cc(OC)c1	-9
COc1ccc(Cl)cc1N(C)C(=O)CCc1nc(-c2ccc(C)cc2)no1	-13
Cc1noc(C)c1S(=O)(=O)N1CCCC(C(=O)Nc2cccnc2)C1 (stereo not given)	-1
CC(=O)N1CCc2cc(Br)cc(S(=O)(=O)NCCN3CCCCC3C)c21 (stereo not given)	78*
O=C(Nc1ccccc1C(F)(F)F)c1cc(S(=O)(=O)N2CCOCC2)ccc1F	-22
CC(=O)OCC(=O)[C@H]1CC[C@H]2[C@@H]3CCC4=CC(=O)CC[C@]4(C)[C@H]3CC[C@]12C	-41
COC(=O)c1cccc(S(=O)(=O)N2CCN(c3nc4ccccc4s3)CC2)c1	-20
Cc1cccc(C)c1NC(=O)CSc1nnc(-c2ccoc2C)n1C	3
Cc1ccc(NC(=O)c2ccc(F)c(S(=O)(=O)N3CCOCC3)c2)cc1F	6
CC(NC(=O)CNC(=O)OCc1ccccc1)C(=O)N1CC(O)CC1C(=O)OCc1ccccc1 (stereo not given)	-18
Cc1cccc(-c2c3c(=O)n(C)c(=O)n(C)c3cn2C(C)C)c1	-13
COCCNC(=O)c1sc2nc(-c3ccccc3)cn2c1C	-33
O=C(Nc1nnc(CCN2CCCCC2)s1)C1CCCCC1	-7
O=C(NCc1ccco1)c1cc(-c2cccc(Cl)c2)on1	27
CCCOP(=O)(c1ccc(N(C)C)cc1)C(O)c1cc(OC)c(OC)c(OC)c1 (stereo not given)	-63
CCC(CC)C(=O)Nc1c2c(nn1-c1ccc(OC)cc1)CS(=O)C2 (stereo not given)	-9
CC1C=CCC2C(=O)N(c3cccc(C(=O)N4CCCCCC4)c3)C(=O)C12 (stereo not given)	-2
Cc1ccc(-n2c(SCc3cn4ccsc4n3)nc3ccccc3c2=O)cc1	-6
COc1cc(C2NC(=O)NC(C)=C2C(=O)OCC2CCCO2)ccc1O (stereo not given)	2
Cc1cc(NC(=O)COC(=O)CSc2nc3cc(Cl)ccc3n2Cc2ccccc2)no1	9
CCCC(c1nnnn1CCOC)N1CCN(C(=O)c2ccco2)CC1 (stereo not given)	4
Cc1csc(NC(=O)CCNS(=O)(=O)c2ccc3c(c2)c(=O)n(C)c(=O)n3C)n1	0
CCOc1ccc(NC2=NC(C(=O)NCc3ccccc3)CC(=O)N2)cc1 (stereo not given)	-19
Cc1ccnc(NC(=O)CSc2cc(=O)n(C)c3ccccc23)c1	0
CC(C)c1cc(C(=O)N2CCN(C(c3ccccc3)c3ccccc3)CC2)no1	-7
(continued)
SMILES	GBA activity up
Cc1cc(-c2[nH]nc3c2C(c2ccsc2)C(C#N)=C(N)O3)c(C)s1 (stereo not given)	6
COc1ccc(C(=O)Oc2cccnc2)cc1OC	-17
CCOc1ccccc1OCc1nn2c(COc3ccccc3)nnc2s1	4
COc1ccc(CC(=O)NC2CCN(Cc3nnnn3C(C)(C)C)CC2)cc1OC	-17
COc1ccc(C(=O)NCCc2c[nH]c3ccccc23)cc1S(=O)(=O)N1CCOCC1	-13
Cn1c(=O)[nH]c(=O)c2c1nc(N1CCOCC1)n2CCCSc1ncccn1	19
CC(C)COC(=O)NCC12C=CC(O1)C1C(=O)N(c3ccc(Cl)cc3)C(=O)C12 (stereo not given)	-7
CSc1nsc(SC)c1NC(=O)OCC1CCCO1 (stereo not given)	-37
COc1cccc(-n2c(CNC(=O)OC(C)(C)C)n[nH]c2=S)c1	-11
COC(=O)C1C2C=CC3(CN(CCc4ccccc4)C(=O)C13)O2 (stereo not given)	-17
O=C(Nc1ccc2ccccc2c1)N1CCN(c2ncccc2C(F)(F)F)CC1	18
CC1C2C(C)N(C)C(=O)N(C)C2N(C)C(=O)N1C (stereo not given)	-7
CCN1CC=C2C(C1)C(c1ccc(Cl)s1)C(C#N)=C(N)C2(C#N)C#N (stereo not given)	-6
CN(CCc1ccccn1)C(=O)CCNC(=O)Cn1cnc2ccccc2c1=O	-44
O=C(C1CCCN(S(=O)(=O)c2cccc3nsnc23)C1)N1CC=C(c2ccccc2)CC1 (stereo not given)	-30
CCN(CCCNC(=O)CNC(=O)Cn1cnc2ccccc2c1=O)c1cccc(C)c1	61
Cc1cc(Cl)cc(C)c1OCCCCN1CCOCC1	9
O=C(CSc1ncc(-c2ccc(F)cc2)n1Cc1ccco1)Nc1nccs1	-17
CCN(CC)CCCNC(=O)c1cc(-c2ccc(Cl)c(Cl)c2)on1	-46
CN(C(=O)CSc1nnc(NC2CCCCC2)s1)C1CCS(=O)(=O)C1 (stereo not given)	13
CC1=C(C)C(=O)C(CCCCC#CCCCC#CCO)=C(C)C1=O	-9
O=C(NCc1cccnc1)c1cccc2c1C(=O)N(C1CCCCC1)C2	6
C=CCn1c(SCC2=C(C(=O)OCC)C(C)NC(=O)N2)nnc1C1CCCCC1 (stereo not given)	2
COc1ccccc1-n1c(SCC(=O)NC(C)(C)C)nc(O)cc1=O	1
O=C(CN(Cc1ccco1)C(=O)CNS(=O)(=O)c1ccccc1)NCc1ccccc1	-2
CC(C)NC(=O)NC(=O)COC(=O)Cc1ccsc1	4
Cc1c(C(=O)NCc2cccnc2)oc2ccccc12	-7

Compound activity as filed in PubChem BioAssay.
